STK33 kinase inh – human STK33 kinase inhibition. inhibition, % at 10 µM. hit rate 0.073% among 320,000. purified STK33, MBP phosphorylation, ADP-Glo luminescence;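 active = inhibition at or above 25%, using the most active replicate where run in duplicate; inactive = inhibition below 25%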
Target sequence (Q9BYT3 whole entry, looked up): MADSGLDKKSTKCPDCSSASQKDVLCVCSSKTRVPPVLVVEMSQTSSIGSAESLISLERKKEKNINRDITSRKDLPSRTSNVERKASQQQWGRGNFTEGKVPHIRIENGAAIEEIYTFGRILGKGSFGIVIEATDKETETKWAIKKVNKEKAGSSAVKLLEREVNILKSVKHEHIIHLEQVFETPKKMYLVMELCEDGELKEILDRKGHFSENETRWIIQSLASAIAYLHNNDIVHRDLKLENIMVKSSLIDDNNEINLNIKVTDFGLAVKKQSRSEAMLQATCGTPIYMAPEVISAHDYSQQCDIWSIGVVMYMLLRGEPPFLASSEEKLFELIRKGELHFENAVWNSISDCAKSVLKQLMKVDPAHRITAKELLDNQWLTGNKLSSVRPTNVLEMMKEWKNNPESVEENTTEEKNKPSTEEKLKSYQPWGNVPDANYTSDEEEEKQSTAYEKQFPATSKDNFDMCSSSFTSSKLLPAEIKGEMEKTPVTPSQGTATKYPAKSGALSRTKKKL
Kir21 inh – inhibitors of mouse Kir2.1 inward-rectifier potassium channel; AID 1672; B-score at 10 µM; hit rate 0.85% among 310,000; P35561; HEK293-Kir2.1, FluxOR thallium flux fluorescence; stronger effect = lower value;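 active = fluorescence ratio B-score at or below minus 3 SD of library scores, with starting-brightness B-score within 2 SD, cut at about -4.2 in these data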;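 note: channel flux triggered by added potassium and thallium sulfate stimulus; B-score of peak minus minimum fluorescence over baseline after thallium stimulus; more negative B-score means stronger Kir2.1 block with less thallium influx; some compounds called inactive have numbers as strong as hits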
Target sequence (P35561 whole entry, looked up): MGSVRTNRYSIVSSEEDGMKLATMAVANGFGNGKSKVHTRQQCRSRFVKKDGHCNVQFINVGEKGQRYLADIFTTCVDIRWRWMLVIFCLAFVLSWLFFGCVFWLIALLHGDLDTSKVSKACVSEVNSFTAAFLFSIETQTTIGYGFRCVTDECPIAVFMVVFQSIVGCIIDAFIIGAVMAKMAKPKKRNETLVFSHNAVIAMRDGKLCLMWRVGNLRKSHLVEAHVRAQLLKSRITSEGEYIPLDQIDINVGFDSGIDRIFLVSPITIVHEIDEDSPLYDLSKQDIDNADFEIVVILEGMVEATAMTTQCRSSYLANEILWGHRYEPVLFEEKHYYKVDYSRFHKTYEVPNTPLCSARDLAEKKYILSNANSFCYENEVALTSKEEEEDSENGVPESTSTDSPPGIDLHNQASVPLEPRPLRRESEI
The depositor's hits bear a star; . = not tested or not shown.

SMILES	STK33 kinase inh	Kir21 inh
CCN(Cc1ccc2c(c1)OCCO2)C(=O)CN1C(=O)NC2(CCCCC2)C1=O	-2.0	.
CCCN(CCC)C(=O)C1CC(=O)OC12CCOC(C)(C)C2 (stereo not given)	-2.6	0.41
COc1ccc(C2/C=C\CN(S(=O)(=O)c3cccc4cccnc34)CC(=O)N2Cc2ccc(F)cc2)cc1 (stereo not given)	-0.3	0.65
CCn1c(SCC(=O)Nc2ccc3c(c2)OCO3)nc2c(c1=O)SC(C)C2 (stereo not given)	0.7	-0.07
O=C(Cc1nc(-c2cnccn2)no1)NNC(=O)Nc1ccccc1	-0.9	-0.56
CCn1c(SCc2ccccc2)nc2c(c1=O)SCC2	-0.9	-2.5
CN1CCC[C@H]1CCNC(=O)c1c(-c2ccsc2)sc2ccccc12	0.2	.
C=CCn1cc(C(=O)NCCCOCC)c(=O)c2cc(S(=O)(=O)N(CC)CC)ccc21	-0.9	-0.04
C[C@@]12C(=O)Nc3cc(F)ccc3C(=O)N1[C@H]1c3cc(Br)ccc3OC[C@@H]1[C@@H]2c1ccccc1	-0.4	.
Cn1c(SCc2nnc3n2CCCCC3)nc2ccccc21	0.1	0.45
O=C(CSc1nncs1)Nc1ccc2[nH]c(=O)[nH]c2c1	-2.2	-0.99
COc1ccc(S(=O)(=O)N2CCCOC2CNC(=O)C(=O)NCCc2ccco2)cc1OC (stereo not given)	-0.6	-0.93
CN1/C(=C\C(=O)COC(=O)CN2C(=O)C3CC=CCC3C2=O)C(C)(C)c2ccccc21 (stereo not given)	1.7	-0.18
O=C(Cc1cccc(C(F)(F)F)c1)NCc1cccnc1	-0.4	1.1
CC(C(=O)OCC(=O)NC1CCCCC1)N1C(=O)c2ccccc2C1=O (stereo not given)	-1.2	.
COc1ccc(C(=O)NCc2ccccn2)cc1[N+](=O)[O-]	-2.5	1.3
CCOC(=O)N1C(=O)C2(CCCCC2)N(c2ccccc2Cl)C1=S	-2.1	0.29
Oc1ccccc1-c1nc(NCC2CCCO2)c2ccccc2n1 (stereo not given)	17	0.46
CCOC(=O)c1ccc(NC(=O)CCc2nc(-c3cccc(C)c3)no2)cc1	-0.9	0.1
O=S(=O)(/N=C(/Nc1cc(N2CCOCC2)ncn1)c1ccccc1)c1ccccc1	-1.7	2
Cc1nn(-c2ncc(C(F)(F)F)cc2Cl)c(=O)n1-c1cccc(F)c1	-0.6	-0.65
O=C(c1cccc(Cl)c1)N1CCN(CCCc2ccccc2)CC1	-1.0	0.63
O=C1CC(C(=O)N(CC2CCCO2)C(C(=O)NC2CCCCC2)c2ccncc2)CS1 (stereo not given)	0.0	-1.3
CC(C)N(C(=O)COC(=O)c1cncc(Br)c1)C(C)C	-0.6	0.28
CCCCC(CC(O)COCCC)c1n[nH]c(=S)n1-c1ccccc1 (stereo not given)	-4.5	0.46
COCCCn1c(C(C)C)nc2oc3cc(OC)ccc3c(=O)c2c1=O	-1.6	0.31
CCC(C)c1ccc(S(=O)(=O)N2CCN(S(=O)(=O)c3ccc(NC(C)=O)cc3)CC2)cc1 (stereo not given)	-1.6	-0.01
C#CCN1C(=O)C2(OCCO2)c2ccccc21	-1.7	0.12
Cc1cccc2c1N(CCOc1ccc(C(C)(C)C)cc1)C(=O)C2=O	-0.2	0.4
O=C(NCCC(c1ccccc1)c1ccccc1)c1cnccn1	0.8	-1.8

Additional structures:
SMILES	STK33 kinase inh	Kir21 inh
C/C=C/COc1nc2c(c(=O)n(C)c(=O)n2C)n1C	-1.3	0.34
COc1ccc(C)cc1N(CC(=O)N1CCCC1)S(=O)(=O)c1ccccc1	-0.6	0.17
CCOC(=O)c1sc(NC(=O)c2ccc(Cl)s2)cc1C	0.7	2.2
O=C(OC(C(=O)NC1CCCCC1)c1ccc(C(F)(F)F)cc1)c1ccco1 (stereo not given)	.	1.4
COc1ccc(S(=O)(=O)N2CCC(C(N)=O)(N3CCCCC3)CC2)cc1OC	-0.8	1.1
O=C1[C@@H]2[C@H](Cc3ccc(O)cc3)N[C@]3(C(=O)Nc4ccccc43)[C@@H]2C(=O)N1c1ccc(F)cc1	2.4	-1
C#CCOCCOCCOCCNc1nc(N2CCN(C(=O)C([C@@H](C)CC)n3cc(C(N)CC(C)C)nn3)CC2)nc(N2CCN(C(=O)[C@H](CCCCN)n3cc(C(N)COC(=O)C(F)(F)F)nn3)CC2)n1 (stereo not given in full)	-0.3	1.8
Cc1ccc(NC(=O)CCc2nc(-c3cccs3)no2)c(Br)c1	-1.4	-1.7
O=C(C1CCCC1)N1CCN(S(=O)(=O)c2ccc(F)cc2)CC1	4.0	-0.38
CCc1ccc(NC(=O)CN(c2ccc(OC)cc2)S(=O)(=O)c2c(C)[nH]c(=O)[nH]c2=O)cc1	.	1.1
CN(CC(=O)Nc1ccc(Cl)c(C(F)(F)F)c1)C(=O)CNC(=O)C1CCCCC1	0.8	.
COC(=O)Cc1c[nH]c2cccc(OCC(O)CN(Cc3ccccc3)C(C)C)c12 (stereo not given)	-1.9	-1.2
CCCCNc1c(-c2cccc(-c3ccc(OC)cc3)c2)nc2ccc(C)cn12	-1.0	0.19
CC(C)C(OC(=O)CN1C(=O)COc2ccccc21)C(=O)NC1CCCC1 (stereo not given)	4.0	2
COCC(=O)Nc1cc(OC)c(Cl)cc1OC	-0.4	0.04
CCC(=O)NC(NC(=S)Nc1cccc2cccnc12)C(Cl)(Cl)Cl (stereo not given)	2.2	-0.9
Cc1ccc(C(c2sc3nc(C)nn3c2O)N2CCOCC2)cc1 (stereo not given)	-0.6	1.5
O=C(CSc1nc2[nH]c(=O)cc(O)c2s1)Nc1ccc(Cl)c(C(F)(F)F)c1	0.3	.
CC1=C(c2ccc(Cl)cc2)[N+](=O)C(C)(C)N1[O-]	.	-0.01
O=C(CSc1nnc(NC(=O)C2CC(=O)N(c3ccccc3)C2)s1)NCc1ccco1 (stereo not given)	1.9	-0.8
Cc1cc(Cl)c(OCCCSc2nc(C)cc(=O)[nH]2)c(Br)c1	-0.1	-0.02
CN1CCN(CCCCOc2ccccc2-c2ccccc2)CC1	0.3	-7*
Cc1ccccc1N1C(=O)c2ccccc2N2C(=O)c3ccccc3C12 (stereo not given)	1.6	1.1
O=C(CSc1ncccc1C(=O)O)Nc1ccc2c(c1)OCCO2	-0.8	-0.01
C=CCOc1ccccc1/C=C/C(=O)O	0.6	-0.85
O=c1[nH]c(=S)[nH]cc1S(=O)(=O)c1cccc(Cl)c1	-0.1	1.6
COC(CNC(=O)C1CCN(S(=O)(=O)c2cccc3nsnc23)CC1)OC	-1.2	0.02
O=C(CSc1nnc(NC(=O)c2ccc(F)cc2)s1)NC1CCCC1	-1.1	0.08
CCCCCSc1nc2c(c(=O)[nH]c(=O)n2C)n1C	-2.1	-2.2
O=C(CSc1nc2cc([N+](=O)[O-])ccc2n1-c1ccccc1)NCc1ccc2c(c1)OCO2	-2.0	-0.37

Further structures follow.
SMILES	STK33 kinase inh	Kir21 inh
Cc1ccc(OCC(=O)N/N=C/C=C/c2ccco2)cc1C	0.7	1.1
COC(=O)C1=C(C(=O)OC)[C@@H]2N(Cc3ccccc3)c3ccccc3[C@@]23C[C@@H](C(=O)OC)N(C(=O)C2CCC2)C3=N1	0.1	-1.7
COc1ccccc1CNC(=O)C(CCSC)NC(=O)c1cccc(S(=O)(=O)N2CCOCC2)c1 (stereo not given)	-1.4	.
COc1cc(C(=O)N2CCN(Cc3ccc4c(c3)OCO4)CC2)cc(OC)c1OC	-1.4	0.26
CCN1CCN(C(=O)c2ccc3c(=O)n(C4CCCC4)c(=S)[nH]c3c2)CC1	-0.3	-0.63
CCOC(=O)C1=NOC2C(=O)N(c3ccc(Cl)cc3Cl)C(=O)C12 (stereo not given)	-5.4	1
COc1ccc2c(c1)C(=O)OC2CC(=O)O (stereo not given)	0.5	0.69
CC(C)C(NS(=O)(=O)c1ccc2c(c1)oc(=O)n2C)C(=O)N1CCN(C2CCCCC2)CC1 (stereo not given)	0.7	1
CCCNC(=O)CCn1c(=S)oc2ccccc21	-1.9	-0.1
N#Cc1nc(COc2ccccc2F)oc1NCc1ccc(F)cc1	-1.9	-0.89
CCN(C(=S)Nc1cccnc1)c1cccc2ccccc12	-0.3	-0.86
Cc1cc(NC(=O)c2cccc(S(=O)(=O)N3CC(c4ccccc4)CC3=O)c2)no1 (stereo not given)	12	-0.12
CCCC(O)(CCN1CCCCC1)c1ccc(OCC)cc1 (stereo not given)	.	1
Cc1c(C)c2c(C)nn(-c3ccccc3)c2[nH]c1=O	1.0	-1.8
COc1ccc(CCC(=O)N2CCN(S(=O)(=O)c3ccc(C)cc3)CC2)cc1	-1.3	.
CCn1c(NCc2ccc(N(C)C)cc2)nc2ccccc21	-0.6	-0.05
CC(=O)N/C(=C/c1ccc2c(c1)OCO2)C(=O)NC(Cc1ccccc1)C(=O)O (stereo not given)	-1.5	1.9
COc1cccc(-n2c(=O)n(Cc3ccccc3)c(=O)c3[nH]cnc32)c1	0.0	1.2
CC(C)NC(=O)c1onc(CSc2ccc(F)c(F)c2)c1C(=O)NC(C)C	-0.1	-0.12
CC1CCN(S(=O)(=O)c2ccc3[nH]c(=O)ccc3c2)CC1	0.6	0.02
O=C(NCCC1=CCCCC1)c1cnccn1	-0.7	-0.77
Cc1ccc(NC2CCCN(C(=O)c3ccc(-n4ccnc4)cc3)C2)cc1C (stereo not given)	5.5	0.97
O=C1CC(=O)N2N=C(c3ccc([N+](=O)[O-])cc3)SC2=N1	-0.7	0.08
CC(/C=N/NC(=S)Nc1cccc(S(=O)(=O)N(C)C)c1)c1ccccc1 (stereo not given)	-1.3	-1.6
CC(C)[C@H](NC(=O)C1CC(=O)N(c2ccc3c(c2)OCCO3)C1)C(=O)NC1CCCC1 (stereo not given in full)	-0.8	-0.53
CCCC1=[N+](CC)CCn2c(C)ccc21	-1.3	-0.07
COc1ccc(Cl)cc1NC(=O)CN(C)CC(=O)N(CC(C)C)c1c(N)n(CC(C)C)c(=O)[nH]c1=O	0.2	.
CCOC(=O)c1ccc(NC(=S)NCCc2ccccc2F)cc1	-1.1	1.9
Cc1ccc2c(c1)nnn2C1CCN(S(=O)(=O)c2ccc(C(=O)O)cc2)CC1	-0.6	0.56
Cc1cc(NC(=O)CSc2nc3ccsc3c(=O)n2Cc2ccccn2)n[nH]1	-2.3	1.6

The results go on.
SMILES	STK33 kinase inh	Kir21 inh
O=C(c1ccccc1)C1CCN(C(=O)C2CCC(=O)N(Cc3ccccc3F)C2)CC1 (stereo not given)	0.0	0.44
COc1ccc(Nc2cc3n(c(=O)n2)CCc2cc(OC)c(OC)cc2-3)cc1	6.0	-0.86
O=C(C1CC1)N1CCc2cc(S(=O)(=O)NCc3ccccc3)ccc21	-2.5	-0.22
COc1ccccc1/C=C1\SC(=S)N(CCC(=O)NCCCN2CCOCC2)C1=O	-0.5	-3.1
COc1ccccc1/C=C/C(=O)OCC(=O)Nc1c(F)cccc1F	-1.4	0.36
CCNC(=O)CON=C1c2ccccc2-c2ccccc21	2.9	2.3
Cc1cc(NC(=O)CSc2ncnc3c2cnn3-c2cccc(Cl)c2)no1	-1.2	-1.4
N#C/C(=N\Nc1ccc([N+](=O)[O-])cc1)C(N)=S	2.9	-0.08
CC(C)Oc1ccc(C2CC(=O)NC3=C2C(=O)CCC3)cc1 (stereo not given)	-2.6	0.23
Cc1ccc(O)c(C(=O)c2cnc3c(c2)CN(CCC(C)C)C(=O)N3)c1	4.3	-0.02
CC(C)(CO)NS(=O)(=O)c1ccc2c(c1)oc(=O)c1cc(S(=O)(=O)NC(C)(C)CO)ccc12	-0.1	1.5
O=C(Nc1cccc(C(=O)Nc2ccc(F)cc2F)c1)c1ccccc1	-0.7	1.2
Cc1coc2c(C)c3oc(=O)c4c(c3cc12)CCCC4	0.4	-0.94
Cn1cc(C[C@H](NC(=O)OC(C)(C)C)C(=O)N[C@H](CO)Cc2ccccc2)c2ccccc21	0.0	-0.09
COCCCNc1nc(CC(C)C)nc2c1nnn2Cc1ccccc1	-2.2	0.04
CCOC(=O)c1cnc(SC)nc1N1CCCC1	.	-0.55
CCC(C)C(NC(=O)OC(C)(C)C)C(=O)NC(C(=O)N1CCCC1C(N)=O)C(C)CC (stereo not given)	-0.4	-0.09
CCC1=NN(C(=O)c2ccc(Cl)cc2)C(O)(c2ccc(C)cc2)C1 (stereo not given)	-0.2	-0.58
COc1ncccc1C(=O)NC1CCCc2c1cnn2-c1cc(C)cc(C)c1 (stereo not given)	0.6	0.38
